# Assay outcomes deposited in PubChem BioAssay by National Center for Advancing Translational Sciences (NCATS).
# Glioma ERSR ind: induces the endoplasmic reticulum stress response in human glioma cells; 0.02% of 420,000 active; U87-MG GRP78 promoter luciferase reporter, 16 h; AID 602332; Potency, µM, for the others: at the highest dose activation, most hits filed as activators; note: potency is the fitted concentration of half-maximal effect; series mostly up to about 76 µM; % of control where 0% means no effect; nearly all actives have a fitted effect of over 35% in size
#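 Stably transfected U87-MG glioma cells carrying a GRP78-based luciferase sensor; 16 h compound incubation. Luminescence end-point read 10 min after Bright-Glo addition at room temperature.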
# IDH1 R132H inh: blocks human mutant IDH1 R132H enzyme; Potency, µM (doses to about 76.6 µM), for the others: at the top dose activity change, negative = inhibition, usual class: inhibitors; AID 602179; O75874; IDH1-R132H enzyme, NADPH consumption, diaphorase/resazurin fluorescence; 0.093% of 390,000 active; note: potency is the fitted concentration of half-maximal effect; % is set by controls: 0 for no effect and ±100 for the full control effect; nearly all actives have a fitted effect of over 65% in size
# Target sequence (O75874 whole entry R132H, stated change not applied): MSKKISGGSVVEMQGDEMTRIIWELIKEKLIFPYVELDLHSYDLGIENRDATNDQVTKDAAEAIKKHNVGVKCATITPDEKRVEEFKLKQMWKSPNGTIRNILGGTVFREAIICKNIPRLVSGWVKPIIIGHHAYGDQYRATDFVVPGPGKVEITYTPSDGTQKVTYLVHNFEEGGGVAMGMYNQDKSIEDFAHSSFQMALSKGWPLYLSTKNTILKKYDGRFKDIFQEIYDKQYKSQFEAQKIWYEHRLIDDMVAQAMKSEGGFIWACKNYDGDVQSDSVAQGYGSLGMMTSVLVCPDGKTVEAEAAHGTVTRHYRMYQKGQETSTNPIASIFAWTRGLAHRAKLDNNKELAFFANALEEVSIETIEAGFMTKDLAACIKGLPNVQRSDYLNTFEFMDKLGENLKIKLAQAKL
#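 IDH1-R132H (0.5 ug/mL) preincubated 30 min with compound, then NADPH (0.016 mM) and alpha-KG (2 mM) added; 80 min at RT, pH 7.5. Remaining NADPH coupled via diaphorase/resazurin to fluorescence (540/590 nm); concentration-response curves normalized to no-enzyme control.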
# TrxR1 substrate: is turned over as a substrate by rat TrxR1. 0.01% of 390,000 active. purified TrxR1 substrate turnover, NADPH consumption readout. AID 588456. Potency, µM (highest dose often 114 µM), for inactives: at the highest dose activity change, negative = substrate turnover; note: potency is the fitted concentration of half-maximal effect; % is set by controls: 0 for no effect and ±100 for the full control effect; nearly all actives have a fitted effect of over 50% in size
# Target sequence (O89049 whole entry, looked up): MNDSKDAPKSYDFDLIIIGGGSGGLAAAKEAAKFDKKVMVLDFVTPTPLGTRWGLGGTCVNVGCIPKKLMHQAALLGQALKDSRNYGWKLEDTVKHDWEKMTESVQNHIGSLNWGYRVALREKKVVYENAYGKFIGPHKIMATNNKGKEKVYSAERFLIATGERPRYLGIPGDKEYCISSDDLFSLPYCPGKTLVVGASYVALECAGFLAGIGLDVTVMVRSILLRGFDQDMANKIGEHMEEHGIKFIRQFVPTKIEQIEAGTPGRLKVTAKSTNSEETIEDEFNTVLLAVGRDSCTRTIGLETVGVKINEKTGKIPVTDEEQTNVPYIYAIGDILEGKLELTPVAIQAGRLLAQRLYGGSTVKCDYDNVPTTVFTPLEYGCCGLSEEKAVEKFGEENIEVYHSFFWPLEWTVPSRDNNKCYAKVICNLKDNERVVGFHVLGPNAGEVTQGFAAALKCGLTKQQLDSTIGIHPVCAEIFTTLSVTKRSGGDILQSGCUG
#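 Rat TrxR1, dispensed at 90 nM, was prereduced with 400 uM NADPH (final) for 5 min at ~22 deg C, then incubated with compound 15 min before 400 uM selenite. A first-read NADPH fluorescence drop versus no-compound background flagged substrates.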
# LDHA inh: blocks human lactate dehydrogenase A. activity change, % (values are at about 110 or 230 µM). P00338. 0.15% of 480,000 active. purified LDHA, NADH/diaphorase-resazurin fluorescence; stronger effect = lower value; in the data active = activity change below about -30%; inconclusive = mostly about -25% to -30%;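 note: plate controls were DMSO wells for no effect and wells without enzyme for full effect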
#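 Enzyme activity of human lactate dehydrogenase 5 (2 nM; 0.06 mM NADH, 0.2 mM pyruvate, 5 min, RT) is measured via a resazurin/diaphorase fluorescence readout of residual NADH.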
# Vif-A3G inh: blocks the Vif interaction with human APOBEC3G | Potency, µM (highest dose often 46.1 µM), for the others: top-dose activity, negative = active, actives largely listed as inhibitors | HeLa A3G-eYFP + Vif (tagged APOBEC3G with the HIV-1 protein that degrades it), YFP fluorescence, overnight | 0.076% of 410,000 active | AID 602310;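 note: potency is the fitted concentration of half-maximal effect; % is set by controls: 0 for no effect and ±100 for the full control effect; nearly all actives have a fitted effect of over 60% in size; hits raise eYFP signal because A3G escapes Vif-driven loss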
#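 HeLa cells stably expressing Vif and C-terminally eYFP-tagged A3G, seeded overnight at 37 deg C, then exposed to compound by pintool overnight at 37 deg C. Rise in yellow fluorescence (Ex 488/Em 500-530, Acumen) marks blocked Vif-driven A3G degradation.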
# RXFP1 agonist: RXFP1 (human) receptor agonism. AID 2676. HEK293T-RXFP1 cAMP TR-FRET, 30 min; response scale: percent of porcine relaxin response, buffer zero. Potency, µM (series often up to 57.5 µM), inactives show at the highest dose activation, usual class: activators. 0.3% of 370,000 active; note: potency is the fitted concentration of half-maximal effect; % is set by controls: 0 for no effect and ±100 for the full control effect; nearly all actives have a fitted effect of over 60% in size; many of its hits are not listed in these tables
#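 HEK293T cells stably expressing RXFP1 were pretreated with the PDE4 inhibitor Ro 20174, exposed to compounds for 30 min at 37C, lysed, and cAMP was read by TR-FRET. Data normalized to buffer (basal) and 29 nM porcine relaxin (100%).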
# PI4K2A inh: blocks human PI4K2A kinase activity; Q9BTU6; purified PI4K2A, ADP-Glo luminescence, 1 h; stronger effect = lower value; activity change, negative = inhibition, % at 76.9 µM; 0.13% of 420,000 active; AID 1346378; in the data active = activity change below about -50%; inconclusive = mostly about -30% to -49%;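 note: -100% = wells without enzyme as full effect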
#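 ADP-Glo luminescence measured ADP generated by PI4K2A enzyme (4 ug/mL before mixing) with 1.2 mM PI substrate (pre-mix) and 300 microM ATP (pre-mix). Tris pH7.5 buffer with MgCl2, Triton X-100; 1 h reaction at ambient temperature.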
# USP1-UAF1 inh: blocks the human USP1/UAF1 deubiquitinase complex; AID 743255; 0.23% of 390,000 active; recombinant USP1/UAF1, Ub-Rhodamine cleavage fluorescence; Potency, µM (doses to about 57.1 µM), without a hit: at the top dose activity change, negative = inhibition, hits mostly inhibitors; O94782; note: potency is the fitted concentration of half-maximal effect; % is set by controls: 0 for no effect and ±100 for the full control effect; nearly all actives have a fitted effect of over 60% in size; inactives centre near -12
#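 High-throughput fluorogenic screen: 1nM USP1/UAF1 complex, Ub-Rho substrate 150nM final, 50mM HEPES pH 7.8 with 0.5mM EDTA, 0.1 mg/ml BSA, 1mM TCEP and 0.01% Tween-20.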
# Vif-A3F inh: blocks the Vif interaction with APOBEC3F; 0.2% of 390,000 active; AID 602313; HeLa A3F-eYFP + Vif (tagged APOBEC3F with the HIV-1 protein that degrades it), YFP fluorescence increase; Potency, µM (titrated, usually from 46.1 µM), without a hit: at the highest dose activity, negative = active; note: potency is the fitted concentration of half-maximal effect; % of control where 0% means no effect; nearly all actives have a fitted effect of over 65% in size
#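 Fluorescence increase (Ex 488/Em 500-530) after overnight compound treatment at 37 deg C flags inhibition of Vif-driven A3F-eYFP loss in stable HeLa A3F-eYFP/Vif cells seeded overnight beforehand.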
# Starred values were filed as active, the others as inactive; ? = inconclusive; · = not tested or not shown; [ ] = remark or other dose. Unless noted, calls come from the whole dose curve; as a rule, active = well fitted curve in the direction sought with a large enough effect; inconclusive = small, poorly fitted or top-dose-only effect, or another doubt; inactive = no such curve, though single readings can be large; an effect the other way counts as inactive or inconclusive. This is a subset; the hit share may differ from the screen's.
nr	SMILES	Glioma ERSR ind	IDH1 R132H inh	TrxR1 substrate	LDHA inh	Vif-A3G inh	RXFP1 agonist	PI4K2A inh	USP1-UAF1 inh	Vif-A3F inh
1	COc1ccc(Cl)cc1NC(=O)CS(=O)(=O)c1cccc2nsnc12	-5%	2%	3%	-6	-7%	0.5%	0	-17%	0%
2	O=C(CC1CCCC1)Nc1cc(S(=O)(=O)N2CCOCC2)ccc1O	-3%	-10%	-2%	-6	1%	2.3%	-2	-19%	0%
3	O=C(c1cccc([N+](=O)[O-])c1)N1CCCC(C(=O)N2CCN(c3ccccc3)CC2)C1 (configuration not stated)	-4%	4%	-6%	0	-3%	-2.5%	2	-20%	12%
4	Cc1ccc(C(=O)NNC(=O)C2CCN(c3ncccn3)CC2)cc1	-3%	12%	-1%	-3	0%	1.3%	-4	-13%	7%
5	CC1CCCCC12NC(=O)N(CC(=O)NCc1ccccc1Cl)C2=O (configuration not stated)	-1%	0%	3%[57.1 µM]	-7	-3%	·	-5	-20%	7%
6	Cc1cccc(CNC(=O)c2ccccc2NC(=O)C2=CSCCO2)c1	-1%	0%	-1%	-1	1%	0.4%	-5	-21%	-9%
7	COc1cc(OC)c(NS(=O)(=O)c2ccc3c(c2)NC(=O)CCS3)cc1Cl	-3%	-8%	-5%	3	-1%	-0.4%	-3	-11%	2%
8	O=C(CCSc1nnc2scc(-c3ccccc3)n12)NCc1ccc2c(c1)OCO2	-6%	4%	0%	-7	-1%	3.1%	3	-11%	1%
9	Cc1cccc(N2CCN(C(=O)C3CCCCC3)CC2)c1C	-2%	5%	-2%[57.1 µM]	5	-5%	-0.5%	2	0%	-9%
10	O=C(c1ccccc1)N1CCc2cc(CNS(=O)(=O)c3ccccc3Cl)ccc21	-1%	-12%	6%[57.1 µM]	-5	-3%	4.8%	-1	?	0%
11	COc1ccc(C(=O)N2CCOC2CNC(=O)C(=O)NCc2ccccc2)cc1 (configuration not stated)	-5%	5%	·	3	-1%	·	-4	-24%	0%
12	Cc1c(Br)c([N+](=O)[O-])nn1C(C)C(=O)NCC1CCCO1 (configuration not stated)	-8%	-1%	3%	1	0%	5.7%	-12	0%	-4%
13	CCOC(=O)N1CCN(C(=O)Nc2ccccc2Cl)CC1	15%	0%	-5%	2	-2%	1.2%	-2	-25%	0%
14	O=C(CSc1nncn1-c1ccccc1)Nc1cc(Cl)cc(Cl)c1	-3%	-3%	1%	-6	1%	-1.0%	-2	-3%	-14%
15	CCN1CCN(S(=O)(=O)c2ccc(Cl)c(C(=O)N(C)CC(=O)Nc3c(C)cccc3C)c2)CC1	-1%	16%	7%	0	-1%	·	-4	-23%	-1%
16	COCCNC(=O)C1(C)CCCN(C(=O)c2cccc(C#N)c2)C1 (configuration not stated)	-3%	·	·	-3	1%	·	-4	·	·
17	CCOC(=O)c1c(C)[nH]c(C)c1S(=O)(=O)NCC(=O)Nc1cccc(Cl)c1	-2%	3%	1%[57.1 µM]	-7	-6%	-1.6%	0	-23%	2%
18	CCN(CC(=O)Nc1ccc2c(c1)OCCO2)C(=O)c1ccc(C)c(S(=O)(=O)N2CCOCC2)c1	-3%	-3%	-2%	-4	-1%	-0.6%	-3	-16%	-11%
19	CC(=O)c1ccc(N2CCN(c3ccc(S(=O)(=O)NCCN(C)C)cc3[N+](=O)[O-])CC2)cc1	0%	5%	-5%	-2	6%	0.0%	7	-19%	-1%
20	COP(=O)(OC)C(Nc1ccc(C)cc1)c1ccc(Br)cc1 (configuration not stated)	-6%	0%	-6%	-8	-7%	·	6	-17%	14%
21	O=[n+]1cc(-c2ccccc2)n([O-])c2c1CCCCC2	-4%	-4%	1%	-9	0%	0.1%	-5	-17%	-13%
22	COc1ccccc1OCC(=O)NNC(=O)c1c(-c2ccccc2Cl)noc1C	0%	-1%	4%[57.1 µM]	-9	1%	0.3%	-2	7%	2%
23	COc1cccc(CN(C)C(=O)c2cc(S(=O)(=O)N3CCN(c4ccccc4)CC3)ccc2Cl)c1	-2%	1%	-1%	2	0%	3.3%	-4	-16%	4%
24	Cc1ccc(N2C(=O)C(Cc3ccc(O)cc3)NC2=S)cc1C (configuration not stated)	-4%	2%	-1%	-12	4%	0.4%	-3	-7%	-7%

# Next part, overlapping the part above by 6 compounds.
nr	SMILES	Glioma ERSR ind	IDH1 R132H inh	TrxR1 substrate	LDHA inh	Vif-A3G inh	RXFP1 agonist	PI4K2A inh	USP1-UAF1 inh	Vif-A3F inh
19	CC(=O)c1ccc(N2CCN(c3ccc(S(=O)(=O)NCCN(C)C)cc3[N+](=O)[O-])CC2)cc1	0%	5%	-5%	-2	6%	0.0%	7	-19%	-1%
20	COP(=O)(OC)C(Nc1ccc(C)cc1)c1ccc(Br)cc1 (configuration not stated)	-6%	0%	-6%	-8	-7%	·	6	-17%	14%
21	O=[n+]1cc(-c2ccccc2)n([O-])c2c1CCCCC2	-4%	-4%	1%	-9	0%	0.1%	-5	-17%	-13%
22	COc1ccccc1OCC(=O)NNC(=O)c1c(-c2ccccc2Cl)noc1C	0%	-1%	4%[57.1 µM]	-9	1%	0.3%	-2	7%	2%
23	COc1cccc(CN(C)C(=O)c2cc(S(=O)(=O)N3CCN(c4ccccc4)CC3)ccc2Cl)c1	-2%	1%	-1%	2	0%	3.3%	-4	-16%	4%
24	Cc1ccc(N2C(=O)C(Cc3ccc(O)cc3)NC2=S)cc1C (configuration not stated)	-4%	2%	-1%	-12	4%	0.4%	-3	-7%	-7%
25	COc1ccc(Oc2ccc(C(F)(F)F)cc2NC(=O)CC(CC(=O)O)c2ccccc2)cc1 (configuration not stated)	-7%	-1%	4%	2	0%	0.0%	1	-12%	-7%
26	COc1cc(C2c3c(oc4ccccc4c3=O)C(=O)N2CCN2CCOCC2)cc(OC)c1OC (configuration not stated)	-2%	3%	-11%	0	-5%	2.0%	0	-3%	-11%
27	CCOC(=O)C1(CCOc2ccccc2)CCN(Cc2ccc(C)o2)CC1	-4%	18%	-3%[57.1 µM]	-3	-1%	0.2%	0	-26%	18%
28	FC(F)(F)c1ccc(CN2C[C@@H]3C(c4ccc(C(F)(F)F)cc4)C4(c5cccnc5)CC3(C4)[C@H]2c2ccccc2)cc1 (some centres not stated)	-3%	-4%	4%	-3	-6%	-1.1%	3	-24%	4%
29	COc1cccc(CNC(=O)CSc2nc(=O)n(Cc3ccncc3)c3c2CCC3)c1	-4%	0%	3%	-7	4%	0.0%	-1	-15%	?
30	CC(C)CC(=O)Nc1ccnn1C1CCN(C(=O)c2ccccc2F)CC1	-1%	-7%	-11%	-8	-1%	·	5	-6%	-6%
31	Cc1ccccc1N1C(S)=C(C#N)C(=O)NC1c1cccs1 (configuration not stated)	1%	-2%	2%[57.1 µM]	-6	0%	-1.2%	-11	-20%	6%
32	CN(CCc1ccccc1)C(=O)c1ccc(NC(=O)Cc2ccc(NC(=O)C3CCCN(C(=O)C4CCCCC4)C3)cc2)cc1 (configuration not stated)	-4%	3%[38.3 µM]	-2%	-10	1%	·	1	-15%	-2%
33	COc1ccc(OC)c(/C=C/C(=O)NCCc2nc3ccccc3[nH]2)c1	-5%	1%	78%[activator]	-5	2%	-2.7%	-2	-10%	10%
34	O=C(CSc1nnc2scc(-c3ccccc3)n12)N1CCCc2ccccc21	-3%	0%	6%[57.1 µM]	-4	-2%	1.9%	-1	0%	-12%
35	Nc1nnc(SCc2cn3cc(Cl)ccc3n2)s1	0%	14%	0%	-13	-1%	7.3%	-3	-15%	-4%
36	COc1ccccc1NS(=O)(=O)c1cc(N2Cc3ccccc3C2=N)ccc1N1CCOCC1	-6%	29%	7%	-9	5%	2.3%	3	-1%	-1%
37	Cc1cccc(C(=O)NCC(=O)N2CCCC2)c1	1%	0%	-2%	1	-4%	-0.6%	-1	-18%	-6%
38	O=C(COC(=O)c1nsc(Cl)c1Cl)NC1CCCC1	-3%	3%	3%	-8	-2%	0.5%	9	-25%	-6%
39	CCCC(=O)Nc1ccc(C(=O)Nc2nnc(COCC)s2)cc1	0%	8%	-2%	4	3%	0.2%	1	-11%	-2%
40	COc1ccccc1/C=C/C(=O)OC(C)CN1CCOCC1 (configuration not stated)	2%	4%	32%	1	0%	3.5%	-2	-10%	3%
